# Bioassay records from PubChem.
# Gli-Sufu antag: Gli-Sufu pathway antagonism; 340,000 compounds, 0.74% hits; inhibition, % at 5 µM; AID 588413; Sufu-KO-LIGHT fibroblasts, Gli luciferase reporter luminescence;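 active = inhibition above about 55%, limit read from the data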;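 note: 0% = DMSO-treated cells and 100% = wells with medium but no cells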
# SENP7 inh: SENP7 protease inhibition; recombinant SENP7, Z-RLRGG-aminoluciferin luminescence, 40 min; Q9BQF6; inhibition, % at 5 µM; 330,000 compounds, 1.5% hits;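 active = inhibition above about 50% at the single test dose, limit read from the data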;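 note: plate controls were DMSO with enzyme for no effect and no enzyme buffer wells for full effect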
# Target sequence (Q9BQF6 706-1050 limits assumed): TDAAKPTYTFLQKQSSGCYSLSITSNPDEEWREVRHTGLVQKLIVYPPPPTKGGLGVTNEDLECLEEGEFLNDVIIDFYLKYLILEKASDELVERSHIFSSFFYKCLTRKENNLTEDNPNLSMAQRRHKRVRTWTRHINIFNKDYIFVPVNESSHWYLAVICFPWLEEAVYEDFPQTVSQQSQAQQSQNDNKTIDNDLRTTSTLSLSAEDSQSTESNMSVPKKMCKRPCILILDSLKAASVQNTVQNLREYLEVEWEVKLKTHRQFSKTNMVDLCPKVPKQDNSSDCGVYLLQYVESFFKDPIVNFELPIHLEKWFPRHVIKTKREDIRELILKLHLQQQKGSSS
# UBC13 polyUb: human UBC13 polyubiquitination inhibition | P61088 | UBC13 polyubiquitin chain formation, TR-FRET | inhibition, % at 20 µM | 330,000 compounds, 0.47% hits | AID 485273; in the data active = inhibition above about 45%, passing the limit was not always enough
# Target sequence (P61088 whole entry, looked up): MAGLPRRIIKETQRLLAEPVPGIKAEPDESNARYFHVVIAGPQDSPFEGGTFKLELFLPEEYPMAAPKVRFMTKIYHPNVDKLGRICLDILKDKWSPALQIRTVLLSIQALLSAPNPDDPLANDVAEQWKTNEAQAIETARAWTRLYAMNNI
# Apaf1 inhib: blocks human Apaf-1 apoptosome activity; reconstituted apoptosome caspase-3 activity, DEVD-Rh110 fluorescence; inhibition, % at 20 µM; 330,000 compounds, 0.71% hits; active = inhibition of at least 40% at 20 µM;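 note: plate controls were DMSO wells for no effect and DEVD-CHO caspase inhibitor wells for full effect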
#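 Material: reconstituted apoptosome with Apaf-1, cytochrome c, caspase-9, procaspase-3, dATP; medium: pH 7.5 Hepes buffer with CHAPS, BSA, DTT; also added: cytochrome c and DEVD-Rh110 substrate; timing: 30 min plus 50 min, RT; signal: Rh110 fluorescence intensity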
# HKDC1 inhibitor: inhibitors of human hexokinase HKDC1 | AID 493160 | inhibition, % at 20 µM | 340,000 compounds, 0.16% hits | recombinant HKDC1, G6PDH/diaphorase resazurin coupled fluorescence;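 active = inhibition above about 35% when tested at 20 µM, limit read from the data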;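 note: plate controls were DMSO wells with enzyme for no effect and DMSO wells lacking enzyme for full effect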
#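 Incubation: 90 min at room temperature in dark / Material: recombinant HKDC1 (HK5) hexokinase enzyme, produced in-house / Quantity: enzyme 5 µg/mL final / Compound: one dose of 20 µM, 1% DMSO / Reagent: glucose and ATP substrates / Buffer or medium: Tris pH 8.0 buffer with MgCl2, Tween-20, BSA, BME / Technique: resorufin fluorescence at 613 nm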
# Jurkat NFkB inh: inhibitors of the PMA/ionomycin-induced NF-kB reporter in Jurkat cells. PMA/ionomycin-induced NF-kB luciferase reporter, luminescence. inhibition, % at 4 µM. 330,000 compounds, 0.53% hits
# 697 NFkB inh: inhibitors of the PMA/ionomycin-induced NF-kB reporter in 697 B cells. 697 B-cell NF-kB luciferase reporter, 16 h. inhibition, % at 4 µM. 330,000 compounds, 0.33% hits. AID 435022; in the data active = inhibition above about 35%
# SENP8 inh: blocks the human protease SENP8; inhibition, % at 10 µM; 330,000 compounds, 1.2% hits; AID 2540; purified SENP8, Z-RLRGG-aminoluciferin cleavage, luminescence; Q96LD8
# Target sequence (Q96LD8 whole entry, looked up): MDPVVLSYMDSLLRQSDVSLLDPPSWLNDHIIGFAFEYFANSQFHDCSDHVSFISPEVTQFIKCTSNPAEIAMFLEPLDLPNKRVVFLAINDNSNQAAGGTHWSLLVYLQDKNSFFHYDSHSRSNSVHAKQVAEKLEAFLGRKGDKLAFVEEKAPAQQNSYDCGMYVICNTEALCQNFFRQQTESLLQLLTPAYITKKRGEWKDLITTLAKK
# Active calls of the source: *; i = inactive; · = no result given. Cut-off read from the data, not from the text of the source, unless noted: active = inhibition above about 50%; inactive = the rest.
SMILES,Gli-Sufu antag,SENP7 inh,UBC13 polyUb,Apaf1 inhib,HKDC1 inhibitor,Jurkat NFkB inh,697 NFkB inh,SENP8 inh
Nc1nnn(Cc2ccccc2)n1,2.6,8.0,4.4,1.1,-10.9,1.2,3.2,0.8
O=C(N/N=C\C=C\c1ccc([N+](=O)[O-])o1)c1cccs1,6.0,-9.2,-24.8,49.0*,9.3,1.3,-17.6,-3.6
COc1cc(NC(=O)c2onc(C)c2Cl)cc(OC)c1OC,·,4.6,1.2,2.0,-1.1,-17.7,17.4,-5.2
Cc1nc(N2CCN(S(=O)(=O)c3ccccc3)CC2)c2cc(-c3ccccc3)sc2n1,1.8,-3.1,28.8,6.7,5.2,-17.5,-20.6,-4.1
Cc1ccc(S(=O)(=O)N2CCCC2)cc1C(=O)Nc1ccc(-n2cnnn2)cc1,0.2,-2.9,-1.5,5.3,1.0,1.0,2.5,-8.4
CC(=O)N1c2ccc(S(=O)(=O)N(C)CC(=O)Nc3ccccc3C)cc2CC1C (stereo not given),-2.1,-16.3,-3.3,5.0,-3.7,-8.4,-1.0,-14.5
CCc1ccc(-c2cc(C(=O)NCCCn3ccnc3)c3ccccc3n2)s1,·,3.6,30.4,-1.3,·,-13.6,0.9,-8.3
CCC(=O)N1CCC(C(N)=O)(N2CCCCC2)CC1,-2.5,-4.6,-15.4,-4.8,-7.1,-7.0,7.6,-15.8
COc1ccccc1CNC(=O)C(=O)NCC1OCCN1S(=O)(=O)c1cccs1 (stereo not given),-0.2,5.5,-10.8,10.7,-6.7,4.5,-22.0,-0.9
C=CS(=O)(=O)N(Cc1ccc(Cl)c(Cl)c1)C[C@@H](O)CO,9.3,5.7,·,9.3,7.3,·,32.8,·
CCOCCCNS(=O)(=O)c1ccc2c(c1)oc(=O)n2CC(=O)OCC,-0.8,-4.0,2.5,-14.4,-13.5,7.4,6.3,5.1
OCc1nc2ccccc2n1C/C=C/c1ccccc1,5.7,-3.0,-4.2,13.7,-0.2,-10.6,-10.5,-13.4
Cn1cccc1Cc1nnc(SCC(=O)N2CCCCCC2)n1-c1ccc(F)cc1,3.7,3.0,7.3,1.6,0.0,6.7,20.9,-5.9
Cc1cc(C)cc(N(CC(=O)Nc2c(C)n(C)n(-c3ccccc3)c2=O)S(C)(=O)=O)c1,2.0,-0.9,5.4,1.1,-6.5,14.6,10.6,1.1
Cc1cc(C)nc(N2CCC(C(=O)NNC(=O)Cc3ccccc3)CC2)n1,-2.1,-4.6,2.4,-22.5,-2.1,5.5,1.8,5.3
CCC1=NN(C(=O)C(=O)Nc2ccccc2OC)C(O)(C(F)(F)F)C1 (stereo not given),-25.7,15.4,-11.4,-8.4,1.0,-0.9,-6.5,-9.4
O=S(=O)(NCCSc1nnnn1-c1ccccc1)c1cccs1,-21.4,-7.9,7.7,3.1,-7.0,-20.4,-15.6,-6.2
CCCCOC(=O)c1sc2nc(C)cc(C)c2c1N,-44.4,-3.8,11.5,-13.9,4.9,-90.5,-117.8,-8.1
NS(=O)(=O)c1ccc(CCNC(=O)COC(=O)CCc2ccccc2)cc1,1.7,2.3,2.9,-1.2,-10.5,-11.3,22.2,3.4
CCN(CC)S(=O)(=O)c1ccc2c(c1)c(=O)c(C(=O)N1CCN(c3ccccc3)CC1)cn2C,6.7,3.7,2.4,-13.1,-5.2,16.3,14.4,5.7
c1ccc(-n2ncc3c(N4CCCCC4)ncnc32)cc1,-16.7,84.4*,6.9,8.3,-2.4,-57.4,-143.8,85.5*
COc1ccccc1N1CCN(Cc2nc(N)nc(Nc3ccccc3)n2)CC1,13.8,4.1,5.5,5.7,2.6,-3.7,-19.6,1.5
CCOC(=O)C1CCN(C(=O)CSc2ccccc2)CC1,-1.6,-0.8,-3.4,0.1,-3.3,-5.0,-6.6,-1.8
COc1cccc(CN2CC(C(=O)NCCOc3ccccc3)CCC2=O)c1 (stereo not given),-6.0,-2.5,2.7,1.3,-1.4,-2.2,-14.9,-3.5
O=C(O)/C=C/c1cccc(NC(=O)c2ccccc2)c1,-18.1,69.4*,-0.7,-18.6,6.7,1.9,6.5,47.7

# A second format for part of the listing above.
Compound | Gli-Sufu antag | SENP7 inh | UBC13 polyUb | Apaf1 inhib | HKDC1 inhibitor | Jurkat NFkB inh | 697 NFkB inh | SENP8 inh
CCCCOC(=O)c1sc2nc(C)cc(C)c2c1N | -44.4 | -3.8 | 11.5 | -13.9 | 4.9 | -90.5 | -117.8 | -8.1
NS(=O)(=O)c1ccc(CCNC(=O)COC(=O)CCc2ccccc2)cc1 | 1.7 | 2.3 | 2.9 | -1.2 | -10.5 | -11.3 | 22.2 | 3.4
CCN(CC)S(=O)(=O)c1ccc2c(c1)c(=O)c(C(=O)N1CCN(c3ccccc3)CC1)cn2C | 6.7 | 3.7 | 2.4 | -13.1 | -5.2 | 16.3 | 14.4 | 5.7

# The list continues.
SMILES,Gli-Sufu antag,SENP7 inh,UBC13 polyUb,Apaf1 inhib,HKDC1 inhibitor,Jurkat NFkB inh,697 NFkB inh,SENP8 inh
C[C@H](NC(=O)[C@@H]1CSC2c3ccccc3C(=O)N21)C(=O)NC1CCCCC1 (stereo not given in full),-14.7,-8.7,1.8,11.0,-2.7,5.9,-8.6,-4.3
C=CCSc1nnc(NC(=O)c2cccc(S(=O)(=O)N3CCOCC3)c2)s1,2.6,-1.2,1.8,0.6,10.3,-6.2,11.6,6.8
CCCCc1n[nH]c2c1/C(=N/OCC)CC(C)(C)C2,-30.1,-1.6,10.6,0.2,0.7,20.0,-0.9,-3.1
COC(=O)Cn1c(=NC(=O)c2ccc(Cl)s2)sc2cc(F)ccc21,-37.6,-9.7,-0.3,-2.2,-4.2,-36.0,-27.8,-16.7
COC(=O)c1ccc(NC(=O)CSCC(=O)OCC(=O)c2ccc(Br)cc2)cc1,6.4,4.5,2.0,17.1,-0.8,10.3,-10.8,-7.6
COc1ccc(CCNC(=O)c2ccc(CNc3c(N4CCOCC4)c(=O)c3=O)cc2)cc1OC,-0.4,0.4,5.9,-1.3,-3.4,1.6,1.4,-8.6
O=C(CSc1nc2scc(-c3ccccc3)c2c(=O)[nH]1)N1CCCCC1,4.4,-2.7,-3.5,14.6,-2.4,-9.3,16.2,5.0
Cc1ccc(-c2c(C(=O)O)c3ccccc3[nH]c2=O)cc1,4.5,-5.6,-2.9,1.5,7.1,-2.2,-10.7,-8.7
CC(=O)/C(C#N)=C1\NC(=O)C(Cc2ccc(C)c(Cl)c2)S1 (stereo not given),6.7,-1.6,-11.8,-5.7,1.4,2.6,i,-6.7
COc1ccccc1NC(=O)Cc1nnc(SCC(=O)Nc2nccs2)n1C,-0.7,-6.9,2.2,7.4,-5.3,2.7,0.0,-9.5
O=C1C2C3C=CC(C3)C2C(=O)N1/N=C/c1cn(Cc2ccc(F)cc2)c2ccccc12 (stereo not given),-13.3,-4.8,0.7,6.0,3.0,11.6,0.0,4.1
Cc1ccc(CNC(=O)CS(=O)Cc2nc(-c3ccccc3C)oc2C)cc1 (stereo not given),-12.0,3.4,7.0,14.2,1.0,13.4,12.7,0.9
C/C(=N/OC(=O)C1CC1c1ccccc1)c1ccccc1 (stereo not given),-21.1,-7.5,-11.0,17.7,10.4,-1.0,-29.0,-29.2
COCCNC(=O)c1c[nH]c2ccc(S(=O)(=O)Nc3ccc(F)cc3F)cc2c1=O,6.0,3.3,-7.6,2.0,-2.2,-22.4,-10.9,14.8
CCN1/C(=C\C=C2\C(=O)N(C)C(=S)N2C)Sc2ccccc21,-24.3,5.1,-83.6,16.3,-9.7,-23.1,-27.4,9.2
Cn1c(=O)c2cc(S(=O)(=O)NCCC(=O)Nc3ccc(F)cc3F)ccc2n(C)c1=O,-6.1,0.7,5.2,0.4,-16.6,0.7,19.9,4.9
Cc1ccccc1CNS(=O)(=O)c1ccc2c(c1)OCCO2,-2.3,-6.9,3.5,-5.5,-1.9,-9.1,-17.4,-7.1
C=CCN1C(=O)c2ccc(C(=O)N3CCN(S(=O)(=O)c4cccc(F)c4)CC3)cc2C1=O,-6.9,12.8,-0.5,8.4,-1.6,-6.6,13.3,-6.1
CCN(CC)C(=O)[C@H]1C[C@H](CC(=O)NCCC2=CCCCC2)C(=O)N2CCc3c([nH]c4ccc(Cl)cc34)[C@]12C,-1.3,-7.8,·,37.2,4.2,·,12.0,·
O=C(CN1C(=O)NC2(CCCCC2)C1=O)Nc1cccc(S(=O)(=O)N2CCOCC2)c1,4.7,-0.1,-1.0,-14.9,-2.1,10.1,24.7,-4.4
COC(=O)CCCNC(=O)CC1C(=O)NCCN1Cc1ccoc1 (stereo not given),-3.3,0.6,-1.2,-2.5,-8.0,6.4,1.5,-2.6
Cc1c(C(=O)Nc2ccc3c(c2)OCO3)oc2ccccc12,-114.6,67.3*,1.9,13.6,-0.4,-123.6,-123.3,58.4*
NC(=S)N/N=C/c1coc2cc(Cl)ccc2c1=O,-4.8,5.3,-10.8,14.2,-11.4,-0.4,20.1,-3.7
CC1CC(OC(=O)C(O)c2ccccc2)CC(C)(C)N1C (stereo not given),2.4,5.9,8.2,-6.0,-1.1,-2.8,16.5,5.5
CC(=O)c1c(C(C)=O)c(C)n(NC(=O)c2ccccc2Cl)c1C,-0.3,-1.8,3.5,-4.4,-0.9,-6.6,8.5,-2.5

# In the list so far, these contain a COOH group.
SMILES,Gli-Sufu antag,SENP7 inh,UBC13 polyUb,Apaf1 inhib,HKDC1 inhibitor,Jurkat NFkB inh,697 NFkB inh,SENP8 inh
O=C(O)/C=C/c1cccc(NC(=O)c2ccccc2)c1,-18.1,69.4*,-0.7,-18.6,6.7,1.9,6.5,47.7
Cc1ccc(-c2c(C(=O)O)c3ccccc3[nH]c2=O)cc1,4.5,-5.6,-2.9,1.5,7.1,-2.2,-10.7,-8.7

# More results follow.
SMILES,Gli-Sufu antag,SENP7 inh,UBC13 polyUb,Apaf1 inhib,HKDC1 inhibitor,Jurkat NFkB inh,697 NFkB inh,SENP8 inh
Cc1nc2ccc(N=NC3=C(O)CC(C)(C)CC3=O)cc2s1,0.0,2.4,-7.3,2.3,-5.9,-34.7,-100.3,-1.4
COc1ccc(-n2nc(C(=O)NCC(=O)NCC3CCCO3)c3ccccc3c2=O)cc1Cl (stereo not given),1.2,-7.1,-4.3,4.1,0.0,-14.3,-33.8,18.9
CCCS/C(N)=N/N=C/c1ccccc1O,6.8,1.2,3.5,0.8,-6.5,-57.2,-86.0,-7.8
Cc1cccc2cc(CN(Cc3ccco3)C(=O)Nc3cccc(C#N)c3)c(Cl)nc12,16.6,2.9,1.8,-0.6,10.0,47.8,-5.2,2.3
CCCC(C)NC(=O)COC(=O)c1cc(Br)c(Br)s1 (stereo not given),-3.3,3.0,7.9,5.7,-6.3,-4.7,8.4,-1.4
COc1cccc(NC(=O)COC(=O)C2CC3CCCC(C2)C3=O)c1 (stereo not given),-12.9,-11.5,-5.5,1.9,-6.0,-0.7,8.2,-11.1
C=CCNC(=O)/C(C#N)=C/c1c(N2CCN(c3ccc(OC)cc3)CC2)nc2c(C)cccn2c1=O,3.6,4.1,5.4,20.6,-1.6,4.1,19.6,6.9
CC(Sc1nnc(COc2ccc(Cl)cc2)n1Cc1ccccc1)C(=O)O (stereo not given),3.2,1.2,15.7,-3.4,0.3,1.1,8.4,-3.1
O=C(CSc1n[nH]c(=O)n1Cc1ccccc1)Nc1ccc(F)c(F)c1F,-10.3,-4.1,4.8,-3.1,-4.7,1.4,-6.5,0.1
Cc1nn(CCOc2ccccc2Cl)c(C)c1[N+](=O)[O-],-11.8,1.9,2.4,6.0,-3.4,-1.0,-32.6,3.5
CC(C)N(Cc1nc(-c2ccccc2)no1)C(=O)C(Cl)(Cl)Cl,9.7,-1.9,12.9,4.7,-2.3,-10.6,8.5,2.4
COc1ccc(Br)cc1C1NC(=O)NC(C)=C1C(=O)N(C)C (stereo not given),8.4,0.9,3.5,-2.8,-1.3,11.8,3.1,-0.9
